Bioassay records (PubChem BioAssay)
PNC assembly inh: High Content Assay for Compounds that inhibit the Assembly of the Perinucleolar Compartment | 3.1% of 140,000 active | PC3M PTB-GFP, PNC prevalence imaging, 16 h; hits give low values | activity change (PNC), negative = inhibition, % at 10 µM;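 active = readout at or below -70, meaning at least 70% loss of cells showing the perinucleolar compartment, a nuclear body marking cancer cells; inconclusive = readout between -30 and a set limit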;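 also: plate controls were DMSO wells for no effect and camptothecin positive control wells for full effect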
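Compounds are pinned in duplicate onto adhered PC3M cells stably expressing GFP-tagged PTB and incubated 16 h at 37 C. Cells are then fixed, nuclei stained with Hoechst, and PNC-positive cells counted.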
IMPase inh: qHTS Assay for Identifying the Cell-Membrane Permeable IMPase Inhibitors; 120,000 tested, under 10 active; CHO-M1 cells, IP1 accumulation, HTRF TR-FRET ratio; inhibition (IP1 accumulation), % at 46.1 µM; AID 901, 2007; active = well fitted curve in the direction sought with a large enough effect in the signal ratio, not every such curve was filed as active; inconclusive = small, poorly fitted or top-dose-only effect, or a change in a side signal; inactive = no such curve, though single readings can be large or run the other way; the % refers to the signal ratio;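 also: cells stimulated with carbachol in lithium chloride buffer; plate controls were DMSO basal wells for no effect and reference inhibitor wells for full effect; higher means more IMPase inhibition seen as more IP1 and lower FRET ratio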
Target sequence (P97697 whole entry, looked up): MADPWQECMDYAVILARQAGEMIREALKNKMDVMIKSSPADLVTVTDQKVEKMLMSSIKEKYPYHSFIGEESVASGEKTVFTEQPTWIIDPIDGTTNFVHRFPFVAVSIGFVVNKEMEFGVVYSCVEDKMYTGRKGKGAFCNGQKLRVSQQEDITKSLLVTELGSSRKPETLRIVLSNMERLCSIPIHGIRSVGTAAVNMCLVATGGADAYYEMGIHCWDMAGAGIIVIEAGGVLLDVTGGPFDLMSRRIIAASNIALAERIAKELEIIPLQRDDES
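Elevated IP1 in lysates lowers TR-FRET signal (665/620 ratio and 620 channel reported). Cells were CHO-M1, given carbachol (50 uM as added) plus 50mM LiCl, pH 7.4, 30 min, 37C; compounds titrated up to 46 uM; AC50 by Hill equation.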
ALOX15B inhib: qHTS Assay for Inhibitors of 15-hLO-2 (15-human lipoxygenase 2). 0.56% of 110,000 active. Potency, µM (titrated, usually from 57.1 µM), for inactives: at the highest dose activity change, negative = inhibition, usual class: inhibitors. Polyunsaturated fatty acid lipoxygenase ALOX15B (Homo sapiens), O15296. AID 881, 2007. purified 15hLO-2, xylenol orange hydroperoxide absorbance; also: potency is read from the fitted curve at half-maximal effect; nearly all actives have a fitted effect of over 60% in size; many of its hits are not listed in these tables
Target sequence (O15296 whole entry, looked up): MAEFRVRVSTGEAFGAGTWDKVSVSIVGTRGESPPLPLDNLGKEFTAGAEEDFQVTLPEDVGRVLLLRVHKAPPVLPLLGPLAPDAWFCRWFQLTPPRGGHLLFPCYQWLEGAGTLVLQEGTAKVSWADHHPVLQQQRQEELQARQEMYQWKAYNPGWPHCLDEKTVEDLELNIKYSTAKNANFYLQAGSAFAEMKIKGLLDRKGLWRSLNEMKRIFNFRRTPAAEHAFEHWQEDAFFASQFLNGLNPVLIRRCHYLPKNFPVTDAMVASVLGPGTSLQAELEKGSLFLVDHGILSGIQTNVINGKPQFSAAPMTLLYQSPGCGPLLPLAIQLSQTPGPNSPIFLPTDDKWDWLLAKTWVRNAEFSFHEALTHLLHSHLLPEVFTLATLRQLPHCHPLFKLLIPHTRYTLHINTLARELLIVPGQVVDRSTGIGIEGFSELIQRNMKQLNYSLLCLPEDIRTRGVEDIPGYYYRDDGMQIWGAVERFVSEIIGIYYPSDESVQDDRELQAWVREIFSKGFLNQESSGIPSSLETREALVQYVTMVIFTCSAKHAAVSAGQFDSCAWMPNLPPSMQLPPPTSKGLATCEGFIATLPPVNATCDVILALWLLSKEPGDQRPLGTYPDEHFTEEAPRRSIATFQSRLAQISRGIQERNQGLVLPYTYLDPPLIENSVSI
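Purified human 15hLO-2 (50 nM final) preincubated with compounds 15 min at room temperature in 25 mM Hepes pH 7.5, 0.01% Triton X-100, then 45 uM arachidonic acid added for 90 min; hydroperoxide detected via ferrous/xylenol orange, 573/405 nm absorbance ratio.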
ALOX12 inhib: qHTS Assay for Inhibitors of 12-hLO (12-human lipoxygenase) | 0.12% of 150,000 active | purified 12-hLO, xylenol orange hydroperoxide absorbance | Potency, µM (doses to about 57.1 µM), inactives show at the highest dose activity change, negative = inhibition, most hits filed as inhibitors; also: potency is read from the fitted curve at half-maximal effect; nearly all actives have a fitted effect of over 55% in size; many of its hits are not listed in these tables
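150 nM 12hLO, 25 mM Hepes pH 7.0 + 0.01% Triton X-100; cpd preinc 15 min RT; 40 uM arachidonic acid, 30 min RT; Fe-XO 30 min; A573/A405 ratio as read-out.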
The depositor's hits bear a star; ? = inconclusive; · = not tested or not shown; & = joins results of further samples; [ ] = another dose, or the depositor's remark. Unless noted, calls follow the shape of the dose curve; as a rule, active = well fitted curve in the direction sought with a large enough effect; inconclusive = small, poorly fitted or top-dose-only effect, or another doubt; inactive = no such curve, though single readings can be large; an effect the other way counts as inactive or inconclusive. Unless noted, % is scaled to controls: 0 for no effect and ±100 for the full control effect. Some of the compounds tested (hit frequency here may not be typical).

SMILES | PNC assembly inh | IMPase inh | ALOX15B inhib | ALOX12 inhib
CCOc1cccc(C2NCc3ccccc3-n3cccc32)c1O (stereo not drawn) | ? | 8 | 32%[activator] | -17%
O=C1CC[C@@]2(O)[C@H]3Cc4ccc(O)c5c4[C@@]2(CCN3CC2CC2)[C@@H]1O5 | · | -4&0 | 9%&5% | -4%&-5%
CCc1ccc(OCCCN=C(C)c2c(O)n(C)c(=O)n(C)c2=O)cc1 | 29 | 20 | 0% | -1%
CN1CCN(CC(=O)Nc2ccc(Cl)cc2C(=O)c2ccccc2)CC1 | ? | 7 | 4% | -6%
Cc1nc2cc(C(F)(F)F)ccc2n1C1CCN(Cc2nnnn2Cc2cccs2)CC1 | 28 | 2 | 9% | -2%
CCCCN(CC)c1c([N+](=O)[O-])cc(C(F)(F)F)cc1[N+](=O)[O-] | · | · | 3% | -1%
NCC[C@H](O)C(=O)N[C@H]1C[C@@H](N)[C@@H](O[C@H]2O[C@@H](CN)[C@@H](O)[C@@H](O)[C@@H]2N)[C@@H](O[C@H]2O[C@@H](CO)[C@@H](O)[C@@H]2O)[C@@H]1O | · | 0[20.6 µM] | 2%[25.6 µM] | -1%[25.6 µM]
COc1ccccc1CN1CCCCC1c1cccnc1 (stereo not drawn) | 46 | -1 | 0% | -1%
CC1(C)CC2(CCO1)NCCN1C(=O)CSC12 (stereo not drawn) | -16 | ? | 0% | 1%
CC(C)CCn1c(=O)c(C(=O)Nc2ccccc2S(N)(=O)=O)c(O)c2ccccc21 | ? | -1 | -14% | -5%
Cc1ccc(C)c(C2(O)CC(C)N(C)CC2C)c1 (stereo not drawn) | -17 | ? | 8% | 0%
COc1ccccc1-n1c(O)c(C=NCc2ccc3c(c2)OCO3)c(=O)[nH]c1=O | -107* | 5 | -4% | -1%
O=P1(N(CCCl)CCCl)NCCCO1 (stereo not drawn) | · | 0 | -3%&2% | -3%&2%
COc1ccc(/C=C2\C(=O)NC(=O)N(CCC3=CCCCC3)C2=O)c(OC)c1 | -12 | 9 | · | -11%
C=C(Cl)CSC(=S)N(CC)CC | · | · | 7% | -8%
CCOCCN1CCC(OC(C)=O)C(C)C1 (stereo not drawn) | 29 | 3 | 0% | 5%
CSCCC(N=Cc1c(O)n(-c2ccc(Cl)cc2)c(=O)[nH]c1=O)C(=O)OC(C)(C)C (stereo not drawn) | -25 | 3 | -9% | -5%
CS(=O)(=O)O[C@H]1CN2CCC1CC2 | · | · | -6%[11.4 µM] | -4%[11.4 µM]
CC(=O)OC1C2C(OC(=O)Cc3ccccc3)C(C)CC2(OC(C)=O)C(=O)/C(C)=C/C2C(CC[C@@]13CO3)C2(C)C (stereo partly drawn) | · | · | -3% | 0%
Cc1ccc(/C=C2\C(=O)NC(=S)N(c3ccccc3F)C2=O)s1 | -22 | -11 | · | -28%
O=C(Cn1c(=O)oc2cc(S(=O)(=O)N3CCCC3)ccc21)Nc1cccc(C(F)(F)F)c1 | -16 | 0 | ? | -1%
CCC[N+]12CCC(CC1)C(=C(c1ccccc1)c1ccccc1)C2 | -27 | · | · | 0%
c1ccc(CN2CCC3(CCc4ccccc43)CC2)cc1 | · | 12 | 62%[activator] | -1%
CCn1cc(C(=O)c2cccs2)c2ccccc21 | 19 | -10 | 0% | -2%
O=C(COc1ccccc1)N1CCN(Cc2c[nH]c3ccccc23)CC1 | 24 | -3 | 5% | -6%

Remaining list, next part.
SMILES | PNC assembly inh | IMPase inh | ALOX15B inhib | ALOX12 inhib
c1ccc(CCN2CCCCCC2)nc1 | · | · | 4%[11.4 µM] | -1%[11.4 µM]
Cn1c(=O)cc(OCCCC(=O)N2CCC3(CC2)OCCO3)c2ccccc21 | ? | ? | 4% | -3%
Cc1ccc2c(C)cccc2c1 | · | · | 2% | -3%
COc1ccc(NC(=O)N2CCC3(CC2)OCCO3)cc1OC | ? | · | · | -2%
CC1(C)S[C@H]2[C@@H](N)C(=O)N2[C@H]1C(=O)O | · | 0 | 7% | -2%
Cc1cc(C)cc(NC(=S)NC2CC3CCCC(C2)N3Cc2cccs2)c1 (stereo not drawn) | 115 | 6 | 6% | -13%
CCCCOCCOP(=O)(OCCOCCCC)OCCOCCCC | · | · | -14% | 1%
CN1CC[C@@]2(CCCN(C(=O)c3ccco3)C2)C1 | · | · | 15% | -2%
CC1CCCC(C2(O)C(=O)Nc3ccccc32)C1=O (stereo not drawn) | 22 | ? | -3% | -8%
CCOC(=O)[C@@]1(C#N)C(c2ccc(Cl)c(Cl)c2)[C@H](C(N)=O)N2C=C(C(C)=O)C=C[C@H]21 (stereo partly drawn) | -23 | -2 | -3% | -26%
c1ccc(N2CC[C@@]3(CCCNC3)C2)nc1 | · | · | 12% | -1%
CC1CN(O)C2CCc3nonc3C12O (stereo not drawn) | ? | 11 | -15% | 3%
C[C@]12CCC3C(CC[C@]4(O)CC(O)CC[C@@]34C=O)[C@]1(O)CCC2C1=CC(=O)OC1 (stereo partly drawn) | · | · | -1% | 1%
CC(C)c1ccc(OCC(=O)N2CCN(C)CC2)c(Br)c1 | -16 | -2 | 9% | 4%
COc1ccc(OCC(=O)N2CCN(Cc3c[nH]c4ccccc34)CC2)cc1 | 6 | 1 | 6% | -10%
CC(=O)OC1C2CCCC1C(N1CCCC1)CC2 (stereo not drawn) | 11&-21 | 10&4 | -7%&9% | -1%&5%
CC(=O)/C=C/c1ccccc1 | · | · | -17% | -3%
CN1C(=O)C(Cc2c[nH]c3ccccc23)C(=O)N(C)C1=O | -19 | 3 | -19% | -9%
ON1C2CCCCC2N(O)C1c1ccccc1 (stereo not drawn) | 38 | 4 | -22% | 10%
CCOc1ccc(-n2c(O)c(C=NCCN(CC)CC)c(=O)[nH]c2=O)cc1 | 26 | 0 | 6% | 3%
OC12Oc3ccccc3C=C1N1CCC2CC1 (stereo not drawn) | 32 | 5 | 9% | -8%
CN1CCN(C(=O)OC2c3nccnc3C(=O)N2c2ccc(Cl)cn2)CC1 (stereo not drawn) | -18 | · | · | -1%
C=C1C/C(=C/C)C(=O)O[C@@H]2CCN3CC=C(COC(=O)[C@]1(C)O)[C@@H]23 | · | 1 | -1% | 0%
Cc1ccc(OP(=O)(Oc2ccc(C)cc2)N2C=Cc3ccccc3[C@H]2C#N)cc1 | · | · | -10%[11.4 µM] | -14%[11.4 µM]
Cc1cccc(C#N)c1 | · | · | -10% | -4%

Shown with values under each structure: entries from further up
Every second line gives: PNC assembly inh | IMPase inh | ALOX15B inhib | ALOX12 inhib
> c1ccc(CCN2CCCCCC2)nc1
  · | · | 4%[11.4 µM] | -1%[11.4 µM]
> Cn1c(=O)cc(OCCCC(=O)N2CCC3(CC2)OCCO3)c2ccccc21
  ? | ? | 4% | -3%
> Cc1ccc2c(C)cccc2c1
  · | · | 2% | -3%
> COc1ccc(NC(=O)N2CCC3(CC2)OCCO3)cc1OC
  ? | · | · | -2%
> CC1(C)S[C@H]2[C@@H](N)C(=O)N2[C@H]1C(=O)O
  · | 0 | 7% | -2%
> Cc1cc(C)cc(NC(=S)NC2CC3CCCC(C2)N3Cc2cccs2)c1 (stereo not drawn)
  115 | 6 | 6% | -13%
> CCCCOCCOP(=O)(OCCOCCCC)OCCOCCCC
  · | · | -14% | 1%
> CN1CC[C@@]2(CCCN(C(=O)c3ccco3)C2)C1
  · | · | 15% | -2%
> CC1CCCC(C2(O)C(=O)Nc3ccccc32)C1=O (stereo not drawn)
  22 | ? | -3% | -8%
> CCOC(=O)[C@@]1(C#N)C(c2ccc(Cl)c(Cl)c2)[C@H](C(N)=O)N2C=C(C(C)=O)C=C[C@H]21 (stereo partly drawn)
  -23 | -2 | -3% | -26%
> c1ccc(N2CC[C@@]3(CCCNC3)C2)nc1
  · | · | 12% | -1%
> CC1CN(O)C2CCc3nonc3C12O (stereo not drawn)
  ? | 11 | -15% | 3%
> C[C@]12CCC3C(CC[C@]4(O)CC(O)CC[C@@]34C=O)[C@]1(O)CCC2C1=CC(=O)OC1 (stereo partly drawn)
  · | · | -1% | 1%
> CC(C)c1ccc(OCC(=O)N2CCN(C)CC2)c(Br)c1
  -16 | -2 | 9% | 4%

Following part
SMILES | PNC assembly inh | IMPase inh | ALOX15B inhib | ALOX12 inhib
COc1ccc(CCn2c(O)c(C=NC3CC3)c(=O)[nH]c2=O)cc1OC | -3 | 6 | -7% | 1%
Cc1nc2ccccn2c1P(=S)(N1CCCCC1)N1CCCCC1 | ? | 6 | 42%[activator] | -8%
COC(=O)C(O)(c1c(C)[nH]c2ccccc12)C(F)(F)F (stereo not drawn) | ? | 13 | -1% | 2%
COC(=O)C(C)Oc1cc(C)cc2oc(=O)c3c(c12)CCCC3 (stereo not drawn) | -22 | 9 | -5% | -8%
O=P(NS(=O)(=O)c1ccc(Br)cc1)(Oc1ccccc1)Oc1ccccc1 | -3 | 0 | 1% | 2%
C[C@@]12CCC(=O)C=C1C=C[C@H]1[C@H]3CC[C@](O)(CCC(=O)O)[C@]3(C)CC[C@@H]12 | · | -4[20.6 µM] | 3%[25.6 µM] | -3%[25.6 µM]
CNC(C)C1CC[C@H](N)[C@@H](OC2C(N)C[C@H](N)[C@@H](OC3OC[C@](C)(O)C(NC)[C@H]3O)C2O)O1 (stereo partly drawn) | · | · | -7% | 0%
COc1ccc(OC)c([C@@H](O)[C@H](C)NC(C)(C)C)c1 | 0 | · | · | -3%
O=C1CC(N2CC=C(c3ccccc3)CC2)C(=O)N1c1ccc(F)cc1 (stereo not drawn) | -4 | -7 | -5% | -27%
CCN1CCN(S(=O)(=O)c2ccc(Cl)nc2)CC1 | 65 | 2 | · | 6%
CCOC(=O)C1=C(N)Oc2cc(C)oc(=O)c2C12C(=O)N1c3c(cccc32)C(C)CC1(C)C (stereo not drawn) | 4 | -6 | -19% | -6%
O=[N+]([O-])c1ccccc1 | · | · | -6% | -1%
O=C1NC(=O)C(CCc2ccncc2)(C2CCCCC2)C(=O)N1 | ? | 10 | 2% | 0%
c1ccc2nc(N3CCNCC3)ccc2c1 | · | 2 | 6% | 2%
OCC1OC(n2cnc3cc(Cl)c(Cl)cc32)C(O)C1O (stereo not drawn) | · | · | -5% | -1%
COC(=O)CC1=C(C(=O)OC)C2(C(=O)N(C)c3ccccc32)C(C#N)=C(N)O1 (stereo not drawn) | 1 | -7 | -5% | -5%
c1cc2c(c(N3CCNCC3)c1)OCCO2 | · | · | 14%[0.0915 µM] | -1%[0.00818 µM]
O=C(NC(Cc1ccccc1)C(=O)N1CCC2(CC1)OCCO2)C1CCCCC1 (stereo not drawn) | -22 | 0 | -6% | 2%
CCN1/C(=C\C=C\C2=[N+](CC)c3ccccc3C2(C)C)C(C)(C)c2ccccc21 | ? | -5 | -5% | 1%
O=[N+]([O-])c1ccccc1CCl | · | · | -4% | -1%
Cn1c[n+](C)cc1C(O)c1ccccc1 (stereo not drawn) | -26&64 | 0&-3 | 6%&-6% | -4%&7%
COC(=O)[C@@H]1[C@@H](C(=O)OC)C2(c3ccccc3-c3ccccc32)N(c2ccc(Cl)cc2)N1C#N | -11 | ? | · | 4%
CCCCn1c(O)c(C(CC)=NCc2ccco2)c(=O)[nH]c1=O | -24 | -5 | -6% | -3%
